GSK3A inh: inhibitors of human GSK-3 alpha kinase; ADP-Glo luminescence, 60 min; P49840; 0.1% of 320,000 active; inhibition, % at 10 µM;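 in the data active = inhibition above about 50%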;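 also: GST-tagged GSK-3 alpha with peptide substrate and 25 µM ATP; 0% = DMSO neutral wells and 100% = GW8510 positive control wells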
Target sequence (P49840 whole entry, looked up): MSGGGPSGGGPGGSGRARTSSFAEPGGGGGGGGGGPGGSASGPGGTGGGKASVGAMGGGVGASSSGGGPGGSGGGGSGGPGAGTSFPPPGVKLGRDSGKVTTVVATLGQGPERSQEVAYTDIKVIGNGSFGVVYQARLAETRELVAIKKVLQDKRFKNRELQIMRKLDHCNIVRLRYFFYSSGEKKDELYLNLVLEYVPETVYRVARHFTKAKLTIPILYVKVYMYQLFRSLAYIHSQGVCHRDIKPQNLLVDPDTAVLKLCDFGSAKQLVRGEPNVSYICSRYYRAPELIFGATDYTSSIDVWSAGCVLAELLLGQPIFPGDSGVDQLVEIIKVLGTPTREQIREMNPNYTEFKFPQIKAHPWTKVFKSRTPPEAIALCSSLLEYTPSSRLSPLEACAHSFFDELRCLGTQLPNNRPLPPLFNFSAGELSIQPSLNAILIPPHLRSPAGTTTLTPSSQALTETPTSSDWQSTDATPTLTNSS
* marks the source's active call; other numbers are inactive results. Only part of the results is shown; the hit share may differ from the screen's.

O=C(OCC(=O)N1CCN(c2ccccc2)CC1)c1ccc([N+](=O)[O-])s1
  GSK3A inh: -3
COc1ccc(NC(=O)COC(=O)C(NC(=O)c2ccc(C)cc2)C(C)C)cn1 (stereo not drawn)
  GSK3A inh: -6
COc1cccc(/C=C/C(=O)NNC(=O)c2ccncc2)c1OC
  GSK3A inh: 0
Cc1cc(OCC(=O)N(Cc2ccco2)c2c(N)n(Cc3ccccc3)c(=O)[nH]c2=O)ccc1Cl
  GSK3A inh: -4
CN(Cc1ccc2c(c1)OCCO2)C(=O)CSc1ncnc2sccc12
  GSK3A inh: -2
O=C(CCNS(=O)(=O)c1ccc(F)c(Cl)c1)NCc1ccccc1F
  GSK3A inh: -5
O=C(Cn1nc(C(=O)O)c2ccccc2c1=O)Nc1ccc(Cl)c(S(=O)(=O)N2CCOCC2)c1
  GSK3A inh: 2
COc1ccc(C(=O)NCC(=O)OCC(=O)NC2CCCCCC2)cc1OC
  GSK3A inh: 0
COC(=O)c1c(C)[nH]c(C(=O)C(C)OC(=O)C2CC2C)c1C (stereo not drawn)
  GSK3A inh: -4
C=CC[C@@H](CC(=O)N[C@H](CO)Cc1ccccc1)C(=O)N[C@H](C)COC(=O)[C@@H](CC=C)CC(=O)OC(C)(C)C
  GSK3A inh: -2

O=C(Nc1nnc(C2CC2)s1)c1ccc(Cl)nc1
  GSK3A inh: -5
Cc1noc(C)c1COC(=O)c1cc(S(=O)(=O)N2CCOCC2)ccc1Cl
  GSK3A inh: -2
Cc1ccc(-c2nn(-c3ccc(F)cc3)cc2C(=O)N2CCN(C3CCS(=O)(=O)C3)CC2)cc1 (stereo not drawn)
  GSK3A inh: -1
NS(=O)(=O)c1cccc(NC(=O)COC(=O)c2ccccc2C(=O)c2ccccc2)c1
  GSK3A inh: -1
Cc1ccc(C)c(NC(=O)CN(C)C(=O)C2CCCC2)c1
  GSK3A inh: 16
CC(C)CNC(=O)/C=C/C=C/CCCC/C=C/c1ccc2c(c1)OCO2
  GSK3A inh: 0
CCOc1ccccc1NC(=O)COC(=O)/C=C/c1cccs1
  GSK3A inh: 8
COCCN(C(=O)c1cc2c(s1)CCC2)c1c(N)n(CC(C)C)c(=O)[nH]c1=O
  GSK3A inh: 1
COCCn1c(N)c(C(=O)c2cccc(S(=O)(=O)N3CCCCCC3)c2)c(=O)[nH]c1=O
  GSK3A inh: -2
O=C(CN1C(=O)C2CC=CCC2C1=O)Nc1nc(-c2ccc(F)c(F)c2)cs1 (stereo not drawn)
  GSK3A inh: -1

14 structures out of the list, ordered by count of non-hydrogen atoms, ascending:
O=C(Nc1nnc(C2CC2)s1)c1ccc(Cl)nc1
  GSK3A inh: -5
Cc1ccc(C)c(NC(=O)CN(C)C(=O)C2CCCC2)c1
  GSK3A inh: 16
COC(=O)c1c(C)[nH]c(C(=O)C(C)OC(=O)C2CC2C)c1C (stereo not drawn)
  GSK3A inh: -4
CCOc1ccccc1NC(=O)COC(=O)/C=C/c1cccs1
  GSK3A inh: 8
COc1cccc(/C=C/C(=O)NNC(=O)c2ccncc2)c1OC
  GSK3A inh: 0
O=C(CCNS(=O)(=O)c1ccc(F)c(Cl)c1)NCc1ccccc1F
  GSK3A inh: -5
CN(Cc1ccc2c(c1)OCCO2)C(=O)CSc1ncnc2sccc12
  GSK3A inh: -2
Cc1noc(C)c1COC(=O)c1cc(S(=O)(=O)N2CCOCC2)ccc1Cl
  GSK3A inh: -2
COc1ccc(C(=O)NCC(=O)OCC(=O)NC2CCCCCC2)cc1OC
  GSK3A inh: 0
COc1ccc(NC(=O)COC(=O)C(NC(=O)c2ccc(C)cc2)C(C)C)cn1 (stereo not drawn)
  GSK3A inh: -6
COCCn1c(N)c(C(=O)c2cccc(S(=O)(=O)N3CCCCCC3)c2)c(=O)[nH]c1=O
  GSK3A inh: -2
Cc1ccc(-c2nn(-c3ccc(F)cc3)cc2C(=O)N2CCN(C3CCS(=O)(=O)C3)CC2)cc1 (stereo not drawn)
  GSK3A inh: -1

Cc1cc(OCC(=O)N(Cc2ccco2)c2c(N)n(Cc3ccccc3)c(=O)[nH]c2=O)ccc1Cl
  GSK3A inh: -4
C=CC[C@@H](CC(=O)N[C@H](CO)Cc1ccccc1)C(=O)N[C@H](C)COC(=O)[C@@H](CC=C)CC(=O)OC(C)(C)C
  GSK3A inh: -2

(list continues)
Cc1nc2ccc(NS(=O)(=O)c3ccc(Br)cc3)cc2s1
  GSK3A inh: -2
O=C1NC(Cc2ccccc2)c2nc3cc(Cl)ccc3c(=O)n2-c2cc(Cl)ccc21 (stereo not drawn)
  GSK3A inh: -3
CC(=O)Nc1ccc(NC(=O)COC(=O)/C=C/c2ccc3c(c2)OCO3)cc1
  GSK3A inh: -3
COc1ccc(NC(=O)C2CCN(C(=O)Nc3ccccc3)CC2)cc1S(=O)(=O)N(C)C
  GSK3A inh: -5
CCOC(=O)N1CCC(NCCNC(=O)c2ccc(F)cc2)CC1
  GSK3A inh: -2
Cc1cc(C)nc(NNS(=O)(=O)c2c(F)cc(F)cc2Br)n1
  GSK3A inh: 1
Cc1cccc(N2CCN(C(=O)c3oc4ccc(Br)cc4c3C)CC2)c1C
  GSK3A inh: -2
O=C(CSc1nc2c(cnn2-c2cccc(Cl)c2)c(=O)[nH]1)NCC1CCCO1 (stereo not drawn)
  GSK3A inh: -1
CC1CC(C)CN(S(=O)(=O)c2ccc3c(c2)CC(=O)N3)C1 (stereo not drawn)
  GSK3A inh: -4
Cc1cc(C(=O)CN2C(=O)NC(C)(c3cc(F)ccc3F)C2=O)c(C)n1C1CC1 (stereo not drawn)
  GSK3A inh: -2

CC(C)(C)[C@H]1COC(=O)[C@@H](Cc2ccc(F)cc2)CC/C=C/C[C@@H](CC(=O)N[C@@H](CO)Cc2ccccc2)C(=O)N1
  GSK3A inh: -2
COC(=O)c1cc(COC(=O)CNC(=O)c2ccc(Br)cc2)oc1C
  GSK3A inh: -1
O=C1NC(Cc2ccccc2)c2nc3cc(F)ccc3c(=O)n2-c2ccccc21 (stereo not drawn)
  GSK3A inh: 1
CCOC(=O)[C@@H]1[C@H]2COc3ccc(Br)cc3[C@H]2N2C(=O)N(c3ccc(C(F)(F)F)cc3)C(=O)[C@]12C
  GSK3A inh: 1
Cc1cc(=O)[nH]c(SCC(=O)NC2CCCCCCC2)n1
  GSK3A inh: 1
CCCn1c(=O)c2[nH]c(-c3ccc(S(=O)(=O)O)cc3)nc2n(CCC)c1=O
  GSK3A inh: -2
Cc1cc(C(=O)OCC(=O)N2C(C)CCCC2C)c2ccccc2n1 (stereo not drawn)
  GSK3A inh: 2
CC(C(=O)N1CCc2ccccc21)n1cnc2c1c(=O)n(C)c(=O)n2C (stereo not drawn)
  GSK3A inh: 1
CCCCCC(=O)Nc1cccc(S(=O)(=O)NC2=NCCC2)c1
  GSK3A inh: 1
NS(=O)(=O)c1cccc(NC(=O)CCN2C(=O)C3CCCCC3C2=O)c1 (stereo not drawn)
  GSK3A inh: 1

CCc1nnc(NC(=O)c2cccc(S(=O)(=O)N3CCN(C(C)=O)CC3)c2)s1
  GSK3A inh: -1
NC(=O)CCN(C(=O)c1cccc(S(=O)(=O)N2CCc3ccccc32)c1)c1ccccc1
  GSK3A inh: -2
CN1CCN(C(=O)c2cccc(S(=O)(=O)N3CCCC3)c2)CC1
  GSK3A inh: 1
CC(=O)N(CC(C)C(=O)O)c1c(I)cc(I)c(N)c1I (stereo not drawn)
  GSK3A inh: -4
CCOC(=O)[C@@H]1[C@H]2COc3cc(OC)ccc3[C@H]2N2C(=O)N(c3ccc(Cl)cc3)C(=O)[C@]12C
  GSK3A inh: -5
CN(CC(=O)Nc1ccccc1Cl)C(=O)COC(=O)CSc1ccc(Cl)cc1
  GSK3A inh: -1
CN(CC(=O)Nc1cc(Cl)ccc1Cl)C1CCS(=O)(=O)C1 (stereo not drawn)
  GSK3A inh: -3
CCC(=O)NC(c1ccc(C)cc1)c1cc(Cl)c2cccnc2c1O (stereo not drawn)
  GSK3A inh: 3
CCC1CCCCN1C(=O)COC(=O)c1cc(C)nc2ccccc12 (stereo not drawn)
  GSK3A inh: 0
C[C@@]12C(=O)Nc3ccc(F)cc3C(=O)N1[C@H]1c3cc(Br)ccc3OC[C@@H]1[C@@H]2c1ccccc1
  GSK3A inh: -5

COc1ccc(CCNC(=O)COC(=O)/C=C/c2cccc(F)c2)cc1
  GSK3A inh: -2
Cc1ccccc1CSc1nc2ccccc2c(=O)n1C
  GSK3A inh: 0
COc1cccc(NC(=O)CN(C)C(=O)CCNC(=O)c2ccccc2Cl)c1
  GSK3A inh: 0
C[C@]12CCC(=O)C=C1CCC1C2CC[C@@]2(C)C1CCC21OCCO1 (stereo partly drawn)
  GSK3A inh: -5
O=S(=O)(c1cccc(Br)c1)N1CCN(S(=O)(=O)c2ccc3c(c2)OCCO3)CC1
  GSK3A inh: -3
O=C(CCNC(=O)c1ccc([N+](=O)[O-])cc1)Nc1cc(Cl)ccc1N1CCOCC1
  GSK3A inh: -5
COc1ccc(-c2coc3cc(O[C@@H]4O[C@H](CO)[C@@H](O)[C@H](O)[C@H]4O)ccc3c2=O)cc1
  GSK3A inh: 0
CCN(C(=O)Cn1cnc2c1c(=O)n(C)c(=O)n2C)C1CCCCC1
  GSK3A inh: 1
COc1ccccc1CN(C)C(=O)CN1CCN(CC(=O)Nc2ccccc2Cl)CC1
  GSK3A inh: -2
Cc1ccccc1-c1nnc(SCC(=O)c2c(N)n(C3CC3)c(=O)[nH]c2=O)o1
  GSK3A inh: -1

COc1ccc(CN(C)C(=O)Cn2ccc(NC(=O)OCc3ccccc3)nc2=O)cc1OC
  GSK3A inh: -4
COc1ccc2nc(SCC(=O)c3c(N)n(C4CC4)c(=O)[nH]c3=O)[nH]c2c1
  GSK3A inh: -2
CC(=O)Nc1ccc(SC[C@H](Cc2ccccc2)N2CC[C@@H](O)CCC2=O)cc1
  GSK3A inh: -1
O=C(NCC(c1cccs1)N1CCOCC1)c1cnc(Cl)c(Cl)c1 (stereo not drawn)
  GSK3A inh: 0
CCN(C(=O)Cn1c(=O)oc2ccccc21)c1c(N)n(Cc2ccccc2)c(=O)[nH]c1=O
  GSK3A inh: -4
CCCn1c(N)c(C(=O)CSc2nc(N)cc(=O)[nH]2)c(=O)n(C)c1=O
  GSK3A inh: -2
Cc1ccc(N(Cc2ccccc2)C(=O)c2ccc(C)c(S(=O)(=O)N3CCOCC3)c2)cc1
  GSK3A inh: -1
Cc1ccc(-c2csc3ncnc(SCC(=O)NCC4CCCO4)c23)cc1 (stereo not drawn)
  GSK3A inh: 12
Cc1cccc(OCc2nnc(SCC(=O)N(c3ccccc3)C3CCS(=O)(=O)C3)o2)c1 (stereo not drawn)
  GSK3A inh: 0
COc1cc(C(=O)NCCc2ccccc2)ccc1OCC(=O)N1CCOCC1
  GSK3A inh: -1
COc1ccc(S(=O)(=O)N2CCCCC2)cc1NC(=O)c1ccc(C)cc1
  GSK3A inh: -2
CC(C)[C@H](NC(=O)c1ccccc1F)C(=O)OCC(=O)NC(=O)NC1CCCCC1
  GSK3A inh: 0
